High-throughput results (PubChem)
Cardio protect – modulators protecting cardiomyocytes from myocardial damage | 360,000 tested, 0.63% active | H9c2 cardiomyocytes, H2O2 injury protection, ATPLite, 2 h | protection from H2O2 cell death, % at 20 µM | AID 588492;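 active = compounds giving at least 50% protection of heart cells from peroxide-induced death in the single-dose screen, raw or plate-pattern-corrected value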;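 also: 0% = DMSO wells with peroxide and 100% = DMSO wells without peroxide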
CaV13 ICDI inh – Disruptors of the CACNA1D IQ motif to Ca2+-dependent inactivation inhibitor domain association, primary screening, Förster resonance energy transfer in intact living …; 340,000 tested, 0.098% active; inhibition, % at 12.3 µM; AID 743397; HEK cells, CFP/YFP FRET ICDI-IQ, plate reader, 10 min; percent FRET-ratio fall versus neutral wells;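 active = mean replicate inhibition of at least 30% and at least 1% of replicates passing that level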;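 also: 0% = median of the neutral control wells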
iPSC survival up – enhancers of human iPSC single-cell survival; 360,000 tested, 0.044% active; hiPSC single-cell survival, ATPlite luminescence; 100% = ROCK inhibitor wells, 0% = DMSO; survival enhancement, % at 20 µM; in the data active = survival enhancement above about 18%;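 also: cells exposed to compounds for 16 hours before the ATP read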
NR2E3 ag-1 – agonists of human NR2E3 nuclear receptor. Q9Y5X4. CHO-S Gal4-NCOR/VP16-NR2E3 two-hybrid, luciferase. inhibition of corepressor binding, % at 3.98 µM. 360,000 tested, 0.35% active. AID 602229;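 active = inhibition above the mean of all tested compounds plus 3 SD, cut at about 70% in these data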;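 also: 0% = DMSO with NR2E3 transfected cells and 100% = cells lacking NR2E3 construct; higher means lower luciferase signal from less NR2E3 corepressor binding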
Target sequence (Q9Y5X4 whole entry, looked up, the tested form may be a part): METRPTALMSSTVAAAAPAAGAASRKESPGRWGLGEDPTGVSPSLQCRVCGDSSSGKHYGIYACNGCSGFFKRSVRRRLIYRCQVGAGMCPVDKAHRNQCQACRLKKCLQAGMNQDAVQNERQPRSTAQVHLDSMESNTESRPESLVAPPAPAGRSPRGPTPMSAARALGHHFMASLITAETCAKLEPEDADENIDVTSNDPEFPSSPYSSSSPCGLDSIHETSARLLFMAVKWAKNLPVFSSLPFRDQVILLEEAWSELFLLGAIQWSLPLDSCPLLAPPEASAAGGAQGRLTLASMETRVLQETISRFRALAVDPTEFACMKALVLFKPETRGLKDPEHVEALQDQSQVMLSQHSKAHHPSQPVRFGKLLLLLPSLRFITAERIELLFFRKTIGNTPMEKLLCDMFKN
HIF-2a inh – HIF-2a inhibition. 786-0 RCC cells HIF-2a reporter, luciferase luminescence, overnight. inhibition, % at 18.8 µM. 360,000 tested, 0.72% active. AID 624352;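 active = inhibition of the luminescence signal of 40% or more relative to plate controls, in a single-dose primary screen at 18.75 µM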
NR2E3 ag-2 – agonists of human nuclear receptor NR2E3; AID 2300; inhibition of corepressor binding, % at 4.78 µM; Q9Y5X4; 320,000 tested, 0.12% active; GST-NR2E3/biotin-RetCOR TR-FRET, 1536-well;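 active = percent inhibition above the cutoff of mean plus 3 SD of all tested compounds, set per screening campaign, cut at about 20% in these data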;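 also: 0% = DMSO wells and 100% = biotin wells as full block of FRET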
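Material – GST-tagged NR2E3 plus biotinylated RetCOR corepressor · Quantity – NR2E3 fusion 1.35 nM · Times – 5 h incubation at 4 °C · Medium – pH 7.5 Tris-based buffer · Technique – TR-FRET, Eu(K)-anti-GST donor, streptavidin-D2 acceptor, ex 340, em 617/671 nm · Benchmarks – high control biotin, low control 0.6% DMSO · Format – 1536-well plates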
PDI turbidity – blocks human protein disulfide isomerase activity. inhibition, % at 10 µM. PDI insulin aggregation turbidity, A650, 90 min. 350,000 tested, 0.052% active. AID 588391;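 active = mean inhibition across replicates of 30% or more, whatever share of single replicates reach that level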;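 also: absorbance from insulin aggregation driven by PDI reduction with DTT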
Peg3 prom inh – inhibitors of Peg3 promoter | HeLa PEG-Prom luciferase reporter, luminescence, overnight | inhibition, % at 20 µM | 360,000 tested, 1.7% active;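 active = inhibition of at least 50% at 20 µM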
HTR2A ag – mouse HTR2A agonism via beta-arrestin recruitment. P35363. CHO-K1 mHTR2A beta-arrestin complementation, luminescence; percent of 30 µM serotonin response. activation, % at 7.6 µM. 360,000 tested, 0.66% active. AID 624169;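 active = activation above a run cutoff, the mean activation of all tested compounds plus 3 SD, cut at about 14% in these data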;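 also: 0% = plate median of compound wells and 100% = 30 µM serotonin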
Target sequence (P35363 whole entry, looked up): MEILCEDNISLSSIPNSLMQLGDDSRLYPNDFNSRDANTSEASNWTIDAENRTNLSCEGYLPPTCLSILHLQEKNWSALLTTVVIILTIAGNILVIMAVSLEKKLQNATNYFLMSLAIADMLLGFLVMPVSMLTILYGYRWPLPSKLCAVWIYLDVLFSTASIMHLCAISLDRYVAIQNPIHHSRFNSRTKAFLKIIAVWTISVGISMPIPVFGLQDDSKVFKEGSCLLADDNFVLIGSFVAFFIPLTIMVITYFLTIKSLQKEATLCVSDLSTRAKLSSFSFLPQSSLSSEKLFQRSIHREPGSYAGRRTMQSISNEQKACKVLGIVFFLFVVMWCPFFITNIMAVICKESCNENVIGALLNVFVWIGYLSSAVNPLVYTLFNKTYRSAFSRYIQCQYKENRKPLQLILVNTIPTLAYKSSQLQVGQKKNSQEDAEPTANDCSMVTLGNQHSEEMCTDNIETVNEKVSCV
Shn3 3UTR inh – Schnurri-3 reporter inhibition in Clone20 osteoblasts; Clone20 osteoblast Shn3 3'UTR firefly luciferase, 24 h; inhibition, % at 12.5 µM; 360,000 tested, 0.52% active; AID 588674;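 active = mean inhibition of at least 75% with every replicate also reaching 75%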;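 also: 0% = median of neutral control wells and 100% = pilot-screen positive control compound; some compounds past the cut are filed as inactive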
TRPM1 prom inh – inhibitors of MITF-driven TRPM1 promoter in melanoma cells; inhibition, % at 12.5 µM; SK-MEL-5 TRPM1 promoter luciferase, 24 h; AID 488899; 330,000 tested, 0.83% active;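 active = mean inhibition across replicates of 60% or more, whatever share of single replicates reaches that level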; also: values of inactives mirror those of a sister screen read the other way
Numbers without * were called inactive; x = no result given.

item	Compound	Cardio protect	CaV13 ICDI inh	iPSC survival up	NR2E3 ag-1	HIF-2a inh	NR2E3 ag-2	PDI turbidity	Peg3 prom inh	HTR2A ag	Shn3 3UTR inh	TRPM1 prom inh
1	COc1ccc(C(=O)NCCSc2ccccc2C)cc1	-2	-20	-0.5	-88	-227	2	-4	-340	-1	-122	-99
2	O=C(CN1CCN(C(=O)C2COc3ccccc3O2)CC1)Nc1ccc(F)cc1 (stereo unspecified)	-6	-19	-0.5	-3	18	1	2	4	-3	6	x
3	Cc1ccc(-c2nc3ccc(Cl)cn3c2Cc2cccc(F)c2)cc1	-3	-5	-0.7	-74	-210	x	x	-183	-5	-32	x
4	Nc1ncnc2c1ncn2[C@@H]1O[C@H](CO)C[C@H]1O	-25	-5	-2.4	16	-2	2	-10	3	8	-17	-7
5	CCCOC1CCCN(C(=O)c2ccc(OC3CCN(C(=O)CCOC)CC3)cc2)C1 (stereo unspecified)	-1	-6	-0.5	-18	-45	-1	3	-29	2	-13	3
6	O=CN1CCN(C(C(=O)NC2CCCC2)c2cc3c(cc2[N+](=O)[O-])OCO3)CC1 (stereo unspecified)	-1	-8	0.7	-6	-79	-4	-5	-56	5	-10	-2
7	COc1ccc(Cl)cc1NS(=O)(=O)c1cccc(C(=O)NC2CC2)c1	3	-2	-0.3	12	12	x	0	17	-6	16	-8
8	COc1ccc(-c2csc(N(CC3CCCO3)C(=O)c3ccco3)n2)cc1 (stereo unspecified)	4	-5	-0.3	-36	-75	-4	-4	-18	-4	2	-4

item	Compound	Cardio protect	CaV13 ICDI inh	iPSC survival up	NR2E3 ag-1	HIF-2a inh	NR2E3 ag-2	PDI turbidity	Peg3 prom inh	HTR2A ag	Shn3 3UTR inh	TRPM1 prom inh
9	CN(CC(=O)NCCc1ccc(Cl)cc1)S(=O)(=O)c1cccs1	4	-5	-0.3	-18	0	-1	5	-25	5	-26	-7
10	COc1cc(OC)c(OC)cc1/C=N/N(C)c1ccccc1	9	-5	11	-13	-36	-3	-10	-20	-2	8	-4
11	S=C1N[C@H]2CCCC[C@@H]2N1	2	-5	-0.4	-6	15	-1	4	16	-1	9	x
12	Cc1cc(C)n(-c2nnc(N3CCN(c4ccccc4)CC3)nn2)n1	-8	22	-0.1	1	-89	1	-2	-45	0	-5	5
13	COC(=O)N1C(=O)[C@](c2ccccc2)(C2CCCCC2)N1C(=O)OC	56*	-5	-0.7	-35	26	2	-6	42	-2	-4	21
14	Cc1nn(-c2ncc(C(F)(F)F)cc2Cl)c(=O)n1-c1cccc(F)c1	3	-1	-0.2	0	5	1	-7	1	-4	21	11
15	Cc1ccc(NS(=O)(=O)c2ccccc2)c(NS(=O)(=O)c2ccccc2)c1	11	-5	0.5	17	12	x	12	12	-3	2	5
16	CC(=O)Nc1nc(C=C(Cl)Cl)cs1	6	-4	-1.9	-11	-27	-3	-3	-6	5	-15	11

item	Compound	Cardio protect	CaV13 ICDI inh	iPSC survival up	NR2E3 ag-1	HIF-2a inh	NR2E3 ag-2	PDI turbidity	Peg3 prom inh	HTR2A ag	Shn3 3UTR inh	TRPM1 prom inh
17	S=C(Nc1cccc(Cl)c1)Nc1ccccc1Oc1ccccc1	-28	-5	2.5	13	-12	1	2	12	3	3	2
18	CCOc1ccccc1C(=O)NCC(=O)NNC(=O)c1cccs1	4	-2	1.2	-15	0	x	-15	-13	19*	-19	0
19	CCc1ccc(N(C(=O)c2csnn2)C(C(=O)NC(C)(C)CC)c2cccnc2)cc1 (stereo unspecified)	23	3	0.2	-9	6	-1	7	-1	2	7	-8
20	Cc1cc2nc(-c3ccc(=O)[nH]c3)n(C)c2cc1C	-9	-1	-0.4	-34	-32	x	5	-31	1	7	-15
21	COc1ccccc1NS(=O)(=O)c1cc(C(=O)NCC(C)(C)N2CCOCC2)ccc1C	8	-6	-0.3	16	5	2	-5	15	-5	-2	-3
22	CNc1cccc(-c2cc(OC)c(OC)c(OC)c2)n1	5	-5	5.5	-12	-20	x	20	-20	-1	-23	x
23	COc1ccc(OC)c(S(=O)(=O)N2CCC(C(=O)NC3CC3)CC2)c1	4	-7	0.1	-10	11	2	-13	5	5	-10	-14
24	Cc1cc(C)n(-c2ccc(C(=O)N3CCN(S(=O)(=O)c4ccc(C(C)C)cc4)CC3)cc2)n1	-3	-6	-0.4	4	5	3	-4	13	10	23	5

Complete entries, looked up by structure. Screens in order: Cardio protect, CaV13 ICDI inh, iPSC survival up, NR2E3 ag-1, HIF-2a inh, NR2E3 ag-2, PDI turbidity, Peg3 prom inh, HTR2A ag, Shn3 3UTR inh, TRPM1 prom inh
`S=C(Nc1cccc(Cl)c1)Nc1ccccc1Oc1ccccc1` in the list: -28, -5, 2.5, 13, -12, 1, 2, 12, 3, 3, 2
`COc1ccc(-c2csc(N(CC3CCCO3)C(=O)c3ccco3)n2)cc1` (stereo unspecified) in the list: 4, -5, -0.3, -36, -75, -4, -4, -18, -4, 2, -4
`CC(=O)Nc1nc(C=C(Cl)Cl)cs1` in the list: 6, -4, -1.9, -11, -27, -3, -3, -6, 5, -15, 11
`Nc1ncnc2c1ncn2[C@@H]1O[C@H](CO)C[C@H]1O` in the list: -25, -5, -2.4, 16, -2, 2, -10, 3, 8, -17, -7

Next section.
item	Compound	Cardio protect	CaV13 ICDI inh	iPSC survival up	NR2E3 ag-1	HIF-2a inh	NR2E3 ag-2	PDI turbidity	Peg3 prom inh	HTR2A ag	Shn3 3UTR inh	TRPM1 prom inh
25	O=C(c1ccc(F)cc1)N1CCN(c2cc(N3CCCCC3)c(F)cc2[N+](=O)[O-])CC1	16	-5	-1.6	-33	-15	2	-7	26	-2	3	-3
26	CCCOc1cc(CN2CCCCC2)cc(C(C)=O)c1	5	x	-0.2	-4	1	1	7	10	-2	2	-21
27	Clc1ccc(-n2cccc2CN2CCc3c([nH]c4ccccc34)C2c2ccccn2)nc1 (stereo unspecified)	4	-4	-1.8	-8	-9	0	1	-30	-5	12	17
28	CC1(c2ccc(OC(F)F)cc2)NC(=O)N(CC(=O)Nc2ccc(N3CCCCC3)cc2)C1=O (stereo unspecified)	-8	-14	-0.3	-23	6	-2	4	-15	6	6	-2
29	COc1cccc(Nc2nc(C(N)C3CCCCC3)cs2)n1 (stereo unspecified)	-7	-10	0.0	8	5	x	5	96*	-1	23	x
30	Cc1cccc(NC(=O)CCNC(=O)c2ccco2)c1	-1	8	-0.3	23	-10	1	3	-2	-3	8	2
31	O=C(NCCCc1ccccc1)c1ccccc1	-2	-3	2.6	-47	-176	-1	9	-134	0	-35	-74
32	Cc1ccc(OCCNC(=O)c2ccc(COc3ccccc3)o2)cc1	-1	-7	-0.6	5	-5	1	-5	2	-5	-4	1

item	Compound	Cardio protect	CaV13 ICDI inh	iPSC survival up	NR2E3 ag-1	HIF-2a inh	NR2E3 ag-2	PDI turbidity	Peg3 prom inh	HTR2A ag	Shn3 3UTR inh	TRPM1 prom inh
33	O=C(CN1CCCCC1)N1N=C(c2cccs2)CC1c1cccs1 (stereo unspecified)	2	-18	0.3	7	18	5	2	5	-6	6	5
34	CC1=C(/C=C/C(C)=N\NC(=O)c2ccncc2)C(C)(C)CCC1	6	-4	0.8	-2	17	1	9	0	1	6	12
35	COc1ccc(NC(=O)C2CCN(S(=O)(=O)c3cccc4cccnc34)CC2)cc1OC	2	-4	0.9	-8	9	1	-4	-4	17*	7	2
36	CCOC(=O)C1=C(C)NC(C)=C(C(=O)OCC)C1c1sccc1C	2	-7	-1.7	-8	17	-1	5	10	-1	12	3
37	COC(=O)Nc1ccc(S(=O)(=O)N2CCCC(C(=O)NC3CCS(=O)(=O)C3)C2)cc1 (stereo unspecified)	14	-4	11	-15	-4	-3	-5	0	3	8	0
38	CCOC(=O)N1CCN(S(=O)(=O)N2CCCC(C(=O)NCc3ccc(C)cc3)C2)CC1 (stereo unspecified)	4	-10	-1.2	17	1	x	0	6	5	0	x
39	Cc1nc2ccc(NS(=O)(=O)c3ccccc3F)cc2s1	-14	-7	-0.6	32	-10	-1	1	5	4	31	-7
40	O=C(NCCCN1CCCC1=O)Nc1ccccc1F	-5	-3	0.8	-37	-65	4	-1	-38	3	0	4

item	Compound	Cardio protect	CaV13 ICDI inh	iPSC survival up	NR2E3 ag-1	HIF-2a inh	NR2E3 ag-2	PDI turbidity	Peg3 prom inh	HTR2A ag	Shn3 3UTR inh	TRPM1 prom inh
41	Cc1ccc(CNC(=O)CSCc2ccccc2F)cc1	-4	3	-0.4	-53	-171	1	-6	-146	-3	-52	-20
42	CC(C)CCOc1ccc(C(=O)NN2C(=O)NC3(CCCCC3)C2=O)cc1	-12	-6	0.3	-9	2	0	-2	-2	-4	-1	0
43	CC(NC(=O)c1ccc(Br)cc1)c1ccc2c(c1)CCCC2 (stereo unspecified)	-3	-5	-0.6	-3	1	2	3	29	6	6	-13
44	Cc1ccc(S(=O)(=O)/N=C(/NNC(=O)c2cccc(Cl)c2)c2ccccc2)cc1	-10	-2	3.7	-174	-244	-3	28	-323	1	-81	-42
45	COc1ccc(C(C)(C)C)cc1NC(=O)CCCN1C(=O)NC(C)(C)C1=O	6	-4	-0.4	1	-5	2	-3	1	-3	0	7

In the list so far, three contain a furan ring, fused or not.
item	Compound	Cardio protect	CaV13 ICDI inh	iPSC survival up	NR2E3 ag-1	HIF-2a inh	NR2E3 ag-2	PDI turbidity	Peg3 prom inh	HTR2A ag	Shn3 3UTR inh	TRPM1 prom inh
8	COc1ccc(-c2csc(N(CC3CCCO3)C(=O)c3ccco3)n2)cc1 (stereo unspecified)	4	-5	-0.3	-36	-75	-4	-4	-18	-4	2	-4
30	Cc1cccc(NC(=O)CCNC(=O)c2ccco2)c1	-1	8	-0.3	23	-10	1	3	-2	-3	8	2
32	Cc1ccc(OCCNC(=O)c2ccc(COc3ccccc3)o2)cc1	-1	-7	-0.6	5	-5	1	-5	2	-5	-4	1
